M. tuberculosis: growth inhibition of non-replicating M. tuberculosis (AID 488890) | Mycobacterium tuberculosis non-replicating, growth inhibition; higher % means a stronger effect | one-dose inhibition, % at 25 µM; IC50 in µM for titrated hits | hit rate 0.39% among 320,000; in the data active means a potency from the dose series; inconclusive means inhibition mostly from about 82% at the one dose, without a potency; inactive means the rest, 99 in 100 with inhibition below about 76%;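 further: plate controls were DMSO cells for no effect and high antibiotic wells for full effect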
M. tuberculosis HTS: M. tuberculosis growth inhibition, HTS (AID 449762). M. tuberculosis H37Rv growth inhibition, 7H9 media; higher % means a stronger effect. one-dose inhibition, % at 25 µM; IC50 in µM for titrated hits. hit rate 0.59% among 330,000; in the data active means a potency from the dose series; inconclusive means inhibition above about 70% without an active follow-up result;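 further: bacterial growth assessed after seven days of incubation; strong numbers were not always called active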
inhibitors of VEEV: inhibitors of VEEV TC-83 cytopathic effect, confirmation, Vero cells (AID 588727); Vero cells, VEEV TC-83 cytopathic effect inhibition; higher % means a stronger effect; inhibition, % at 20 µM; hits with a dose series show IC50 in µM; hit rate 0.13% among 350,000; in the data active means a potency from the dose series; inconclusive means inhibition mostly from about 14% at the one dose, without a potency; inactive means the rest, 99 in 100 with inhibition below about 12%; further: strong numbers were not always called active
Salmonella PhoP GFP: PhoP regulon inhibitors, Salmonella typhi PhoP promoter GFP reporter, confirmatory (AID 1850); Salmonella Typhi PhoP-promoter GFP reporter, fluorescence, 4 h; higher % means a stronger effect; inhibition, % at 50 µM; hits with a dose series show IC50 in µM; hit rate 0.33% among 310,000; in the data active means a potency from the dose series; inconclusive means inhibition mostly from about 25% at the one dose, without a potency; inactive means the rest, 99 in 100 with inhibition below about 19%;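 further: 0% = induced wells with vehicle and 100% = uninduced wells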
influenza NS1A: H1N1 influenza NS1A inhibitors, functional cell based assay (AID 504329); hit rate 0.3% among 340,000; inhibition, % at 12.5 µM, or IC50 in µM where a hit was titrated; NS1A functional cell-based assay, percent inhibition; higher % means a stronger effect; in the data active means a potency from the dose series; inconclusive means inhibition above about 27% without an active follow-up result; further: strong numbers were not always called active
inhibitors of VEEV 10K pilot screen: also measured in inhibitors of VEEV; calls as there; inhibition, %; measured here: 10K pilot screen inhibition
* = called active by the depositor; i = inactive; ? = inconclusive; · = no result given.

SMILES	M. tuberculosis	M. tuberculosis HTS	inhibitors of VEEV	Salmonella PhoP GFP	influenza NS1A	others
Cc1ccc(N2CCN(C(=O)c3nn(C)c4c3CS(=O)(=O)c3ccccc3-4)CC2)c(C)c1	18%	27%	5.2%	-1%	5%
Cn1c(CN2CCCCC2)nc2cc(NC(=O)c3ccc(Cl)cc3)ccc21	30%	31%	0.1%	12%	-6%
O=S(=O)(NCCc1ccccn1)c1cc(Cl)cc(Cl)c1O	20%	9%	1.6%	·	-12%
CCOC(=O)c1c(C)[nH]c(C)c1C(=O)CSc1nc(N)cc(N)n1	8%	-7%	3.7%	-1%	6%
COc1ccc(OC)c(C(O)C2CCCCN2)c1 (stereo not drawn)	-5%	1%	0.1%	-4%	-2%
CCc1ccc(C(=O)CN2C(=O)NC3(CCCCCC3)C2=O)cc1	·	·	6.3%	·	-10%
COc1cccc(NC(=S)NNC(=O)c2c([N+](=O)[O-])c(C)nn2C)c1	-3%	9%	4.9%	8%	-19%
Cc1cc(C(=O)NCC(c2ccco2)N(C)C)ccc1[N+](=O)[O-] (stereo not drawn)	-5%	-2%	i	12%	13%
O=C(CSc1ncnc2sc3c(c12)CCC3)Nc1ccccc1C(=O)O	47%	27%	0.4%	2%	3%
Cc1c(N/C=C/C(=O)c2cccs2)c(=O)n(-c2ccccc2)n1C	35%	-5%	0.7%	-3%	-13%
Cc1ccc(C)c(N2CCN(S(=O)(=O)c3c(C)noc3C)CC2)c1	37%	2%	1.5%	11%	-9%
COc1ccc(NC(=O)CCCCCn2nnc3ccccc3c2=O)cc1	12%	45%	0.8%	9%	19%
CC1=NN(C(N)=S)C(=O)C1N=Nc1cccc([N+](=O)[O-])c1 (stereo not drawn)	-5%	3%	1.4%	13%	-3%
Cc1cc2occ(CC(=O)N(C)CC(=O)Nc3cccc(F)c3)c2cc1C	28%	-3%	5.4%	0%	21%
CCN(CC)C(=O)Cn1cnc2ccccc2c1=O	-5%	-5%	0.1%	5%	5%
CCCNC(=O)CC1C(=O)N(Cc2ccccc2)C(C)c2nc3ccccc3n21 (stereo not drawn)	-4%	4%	5.4%	-3%	5%
O=C(C1CCN(C2CC(=O)N(Cc3ccccc3)C2=O)CC1)N1CCCCCC1 (stereo not drawn)	7.2µM*	1%	1.5%	9%	-12%
COc1ccc(NC(=O)CSc2nnc(Cn3cnc([N+](=O)[O-])n3)n2C)cc1	-30%	-3%	i	-4%	-1%
COCCNC(=S)NC1CC2CCC(C1)N2Cc1ccccc1 (stereo not drawn)	-3%	-3%	i	1%	-2%
CC(=O)N(Cc1cc2c(C)cc(C)cc2[nH]c1=O)C1CCCCC1	21%	0%	9.3%	-17%	-7%
O=C(Nc1nc(-c2ccccc2)ns1)c1cccs1	43%	9%	1.4%	4%	-5%
CCOC(=O)C1=C(C)N(CCCC(=O)O)C(=O)NC1c1ccccc1Cl (stereo not drawn)	0%	2%	·	12%	·
O=[N+]([O-])c1ccc(-c2nnc3cccc(Cl)n23)cc1	-11%	1%	0.3%	-8%	2%
COC(=O)C(NC(=O)C(C)Oc1ccccc1)C(C)C (stereo not drawn)	-3%	-3%	1.5%	4%	-5%

In the list so far, these contain two or more sulfur atoms.
SMILES	M. tuberculosis	M. tuberculosis HTS	inhibitors of VEEV	Salmonella PhoP GFP	influenza NS1A	others
O=C(CSc1ncnc2sc3c(c12)CCC3)Nc1ccccc1C(=O)O	47%	27%	0.4%	2%	3%
O=C(Nc1nc(-c2ccccc2)ns1)c1cccs1	43%	9%	1.4%	4%	-5%

New compounds follow:
SMILES	M. tuberculosis	M. tuberculosis HTS	inhibitors of VEEV	Salmonella PhoP GFP	influenza NS1A	others
COC(=O)Oc1c(Br)c(=O)oc2ccccc12	64%	1%	1.7%	14%	-4%
CCN1CCN(C(=O)c2cc3c(=O)n4ccccc4nc3s2)CC1	-6%	7%	i	13%	3%
Cn1c(SCC(=O)NCC2CCCO2)nc2c(c1=O)SCC2 (stereo not drawn)	-14%	-15%	0.6%	-16%	-4%
COc1ccccc1CNC(=O)CN(C)CC(=O)Nc1cccc(F)c1	6%	-1%	5.2%	7%	8%
COc1cccc(N2C(=NC(=O)c3ccccc3)SC3CS(=O)(=O)CC32)c1 (stereo not drawn)	-9%	1%	0.2%	20%	-1%
N#C/C(=C1\CCCN1)c1nc(-c2ccccc2)cs1	8%	>100µM*	i	-21%	12%
O=C(NC(=S)NC1CCS(=O)(=O)C1)c1ccccc1 (stereo not drawn)	-10%	-12%	0.2%	-7%	-8%
O=C(OC(C(=O)Nc1ccc(Cl)c(C(F)(F)F)c1)c1ccccc1)C1=COCCO1 (stereo not drawn)	-2%	46%	5.6%	-3%	-1%
CC(=O)NCCOc1cccc2ccccc12	-6%	-3%	0.9%	-2%	0%	inhibitors of VEEV 10K pilot screen=1.7
Cn1nc(C(=O)NC2CCCC2)c2ccccc2c1=O	-7%	-8%	1.2%	·	4%
COc1ccc(C2=NN(C(=O)c3cccc([N+](=O)[O-])c3)C(c3cccc([N+](=O)[O-])c3)C2)cc1 (stereo not drawn)	19%	0%	i	8%	6%
CN(C)Cc1nnnn1-c1ccccc1	2%	1%	1.4%	2%	-10%
Cc1ccc(C)c(N2CCN(C(=O)CCC(=O)Nc3nnc(CC(C)C)s3)CC2)c1	11%	4%	1.7%	12%	-7%
Cc1ccc(OCC(=O)N(Cc2cccc(Cl)c2)C2CCS(=O)(=O)C2)cc1C (stereo not drawn)	6%	-2%	4.6%	-2%	-6%
CC(C)n1cc(CN2CCC(C(=O)Nc3cccc(-c4cscn4)c3)CC2)cn1	-1%	6%	i	9%	4%
Cc1nnc(SCC(=O)c2c(N)n(C3CC3)c(=O)[nH]c2=O)n1C	5%	1%	2.4%	·	8%
O=S(=O)(NCc1ccco1)c1ccc(Cl)cc1Cl	-3%	8%	1.7%	9%	5%
CCOC(=O)c1cc(S(=O)(=O)NC2CCC(C)CC2)cn1C (stereo not drawn)	6%	-1%	5.1%	-7%	-6%
C=CCNc1nc(N(c2ccccc2)c2ccccc2)nc(-n2ccnc2)n1	-3%	-2%	0.8%	-1%	-2%
Cc1cc(C(=O)COc2ccccc2C(N)=O)c(C)n1CC1CCCO1 (stereo not drawn)	·	-8%	i	-8%	2%
O=C(NCCOc1ccccc1)C1CCCCC1	54%	-6%	0.0%	-1%	2%
CCCOc1ccc(-c2nc(N)n[nH]2)cc1	5%	-6%	i	-2%	21%
CC(=O)Nc1cc2nc(C)n(Cc3ccccc3)c2nc1C	-2%	-3%	i	0%	-34%
Cc1ccc(Sc2ccc(C(=O)N3CCOCC3)cc2[N+](=O)[O-])cc1	-8%	1%	0.2%	-6%	-5%
CCN1CCN(c2cc(C)c3cc(NC(=S)N4CCN(c5ccc(F)cc5)CC4)ccc3n2)CC1	9%	?	0.9%	18%	21%
Cc1ccc(S(=O)(=O)N2CCN(CCOc3ccccc3)CC2)cc1	·	·	1.6%	·	-11%
CCOC(=O)c1c(CN2CCN(C)CC2)oc2ccc(OC)cc12	-1%	-8%	i	3%	-13%
CCOCCn1c(N2CCN(c3ccccc3)CC2)nc2c1c(=O)[nH]c(=O)n2C	2%	-1%	1.8%	2%	-1%	inhibitors of VEEV 10K pilot screen=1.2
COc1ccc(CCNc2ncnc3c2c(C)c(C)n3CCO)cc1OC	-9%	1%	5.5%	-5%	0%
COc1ccc2cc(CCNS(=O)(=O)c3ccc(NC(C)=O)cc3)c(=O)[nH]c2c1	0%	5%	0.1%	-5%	-3%
Cc1nnc(SCC(=O)NCCN2C(=O)CSC2=O)n1-c1ccccc1	-2%	0%	i	7%	-2%
Cc1ccc(CNS(=O)(=O)c2ccc3c(c2)NC(=O)CS3)cc1	11%	2%	0.4%	5%	2%
CCC(NC(=O)c1ccc([N+](=O)[O-])cc1[N+](=O)[O-])c1ccccc1 (stereo not drawn)	28%	6%	0.5%	7%	2%
Cc1cccc(C(=O)O/N=C2/CC3CCC2(C)C3(C)C)c1 (stereo not drawn)	44%	6%	0.6%	6%	7%
CCCc1ccc(-c2cc(C(=O)NN3CCOCC3)c3ccccc3n2)cc1	36%	37%	i	4%	6%	inhibitors of VEEV 10K pilot screen=4.0
COc1cccc(-n2c(O)c(C=NCCN3CCNCC3)c(=O)[nH]c2=S)c1	-7%	0%	0.8%	-2%	-8%
Cc1cccnc1NC1=NCC(C)S1 (stereo not drawn)	-6%	2%	0.9%	13%	-4%
COc1ccc(CCNC(=O)CCn2c(=O)c3ccccc3n(CC(=O)NCC3CCCO3)c2=O)cc1OC (stereo not drawn)	-2%	-7%	2.5%	-9%	3%
Cc1cccn2c(=O)c3cc(C(=O)NCCN4CCOCC4)c(=N)n(Cc4cccnc4)c3nc12	2%	1%	9.4%	-9%	8%
O=C(NCCS(=O)(=O)N1CCN(c2ccccc2F)CC1)c1cc(=O)c2ccccc2o1	5%	-5%	1.0%	-7%	-36%
O=c1c2ccccc2oc2nc(-c3ccco3)n(Cc3ccccc3)c(=O)c12	7%	-7%	11%	-6%	8%
COc1cc(C(C)=O)ccc1OCC(O)CN1CCN(c2ccc(C)cc2C)CC1 (stereo not drawn)	14%	?	1.4%	1%	-6%
Clc1ccc(/C=N/Nc2nnc(Cl)c3ccccc23)cc1	-39%	-12%	i	-12%	-4%
COc1ccc(CN2CCC(CO)(CCOc3ccccc3)CC2)c(OC)c1C	48%	3%	0.8%	7%	-1%
O=C(CC1CCCC1)Nc1nnc(C2CC2)s1	32%	5%	2.5%	0%	-9%
Cc1ccc(S(=O)(=O)n2[nH]c(=O)cc2N)cc1	-11%	2%	0.6%	2%	7%
O=C(NCC1COc2ccccc2O1)C1CCC(CNc2c(N3CCCCC3)c(=O)c2=O)CC1 (stereo not drawn)	·	48%	0.5%	2%	-12%
CN1CCC(=NNC(=O)CSCc2ccccc2)CC1	-3%	10%	1.8%	0%	-7%

Among those listed so far, these have a COOH group.
SMILES	M. tuberculosis	M. tuberculosis HTS	inhibitors of VEEV	Salmonella PhoP GFP	influenza NS1A	others
O=C(CSc1ncnc2sc3c(c12)CCC3)Nc1ccccc1C(=O)O	47%	27%	0.4%	2%	3%
CCOC(=O)C1=C(C)N(CCCC(=O)O)C(=O)NC1c1ccccc1Cl (stereo not drawn)	0%	2%	·	12%	·

Filtered by structure, the compounds so far containing a furan ring, fused or not
SMILES	M. tuberculosis	M. tuberculosis HTS	inhibitors of VEEV	Salmonella PhoP GFP	influenza NS1A	others
Cc1cc(C(=O)NCC(c2ccco2)N(C)C)ccc1[N+](=O)[O-] (stereo not drawn)	-5%	-2%	i	12%	13%
Cc1cc2occ(CC(=O)N(C)CC(=O)Nc3cccc(F)c3)c2cc1C	28%	-3%	5.4%	0%	21%
O=S(=O)(NCc1ccco1)c1ccc(Cl)cc1Cl	-3%	8%	1.7%	9%	5%
CCOC(=O)c1c(CN2CCN(C)CC2)oc2ccc(OC)cc12	-1%	-8%	i	3%	-13%
O=c1c2ccccc2oc2nc(-c3ccco3)n(Cc3ccccc3)c(=O)c12	7%	-7%	11%	-6%	8%

Later entries
SMILES	M. tuberculosis	M. tuberculosis HTS	inhibitors of VEEV	Salmonella PhoP GFP	influenza NS1A	others
COc1ccc(/C=C2/SC(=S)N(CC(=O)O)C2=O)cc1OCc1ccc(Cl)cc1	9%	9%	0.5%	-8%	-4%
CN(C)C1(CNC(=O)CC(NC(=O)c2ccccc2Cl)c2ccccc2)CCCCC1 (stereo not drawn)	7%	2%	0.1%	8%	7%
CC1CCN(C(=O)Cn2nnc(-c3cccs3)n2)CC1	12%	1%	0.2%	-1%	-10%
CCOc1ncccc1C(=O)NCC(c1ccco1)N1CCCCC1 (stereo not drawn)	8%	-8%	i	·	-6%
Cc1ccc(Cn2nc(C)c(NC(=O)c3cc(-c4ccco4)on3)c2C)cc1	6%	-5%	0.1%	-8%	-6%
CCOc1ccccc1NC(=O)c1nnn(-c2ccc3c(c2)OCCO3)c1N	10%	8%	9.0%	8%	3%
CCOC(=O)C(CC)Sc1nnc2n1C(C)(C)Cc1ccccc1-2 (stereo not drawn)	15%	4%	i	9%	-4%
CSc1ncccc1C(=O)Nc1ccccc1N1CCOCC1	6%	3%	0.2%	·	-8%
COc1ccc(C(=O)N2CCCC(CO)(Cc3ccccc3C)C2)o1 (stereo not drawn)	10%	-13%	2.1%	-9%	-1%
O=C(Cn1cnc2ccccc21)N/N=C/c1cccnc1	-3%	-3%	3.0%	2%	2%
COc1ccccc1CCc1nnc(CCC(=O)NC(C)Cn2nc(C)cc2C)o1 (stereo not drawn)	-10%	-7%	i	-10%	3%	inhibitors of VEEV 10K pilot screen=0.5
Cc1ccc2nc(NC(=O)Cn3cc4c(n3)CCCCC4)sc2c1	·	-3%	1.3%	3%	0%
CC(=O)Nc1ccc(C(=O)OCc2ccc(F)cc2Cl)cc1	·	5%	4.4%	10%	-1%

Compounds as they come (roughly 1.5% active in at least one column).
